MsrA inhibitor – bovine MsrA inhibition. purified bovine MsrA, absorbance read-out. inhibition, % at 15.5 µM. 360,000 tested, 0.75% active. AID 651718; in the data active means inhibition above about 4.5%;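 further: 0% = vehicle wells with enzyme and 100% = reference inhibitor wells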
SKN-1 inh – C. elegans SKN-1 inhibition; C. elegans VP596 Pgst-4::GFP/RFP ratio, acrylamide-induced, 24 h; inhibition, % at 21.8 µM; 360,000 tested, 0.49% active;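 active means interference check ratio from 0.5 to 1.5 plus GFP to RFP signal ratio inhibition reaching or exceeding a fixed threshold, cut at about 30% in these data, passing the limit was not always enough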; further: some compounds called inactive have numbers as strong as hits
Rin1-Abl PPI inh – blocks binding of human Rin1 to Abl; 360,000 tested, 0.4% active; inhibition, % at 7.35 µM; P00519+Q13671; TR-FRET Rin1/Abl binding, biochemical; AID 588664; in the data active means inhibition above about 5%, passing the limit was not always enough
Target sequence (P00519 whole entry, looked up): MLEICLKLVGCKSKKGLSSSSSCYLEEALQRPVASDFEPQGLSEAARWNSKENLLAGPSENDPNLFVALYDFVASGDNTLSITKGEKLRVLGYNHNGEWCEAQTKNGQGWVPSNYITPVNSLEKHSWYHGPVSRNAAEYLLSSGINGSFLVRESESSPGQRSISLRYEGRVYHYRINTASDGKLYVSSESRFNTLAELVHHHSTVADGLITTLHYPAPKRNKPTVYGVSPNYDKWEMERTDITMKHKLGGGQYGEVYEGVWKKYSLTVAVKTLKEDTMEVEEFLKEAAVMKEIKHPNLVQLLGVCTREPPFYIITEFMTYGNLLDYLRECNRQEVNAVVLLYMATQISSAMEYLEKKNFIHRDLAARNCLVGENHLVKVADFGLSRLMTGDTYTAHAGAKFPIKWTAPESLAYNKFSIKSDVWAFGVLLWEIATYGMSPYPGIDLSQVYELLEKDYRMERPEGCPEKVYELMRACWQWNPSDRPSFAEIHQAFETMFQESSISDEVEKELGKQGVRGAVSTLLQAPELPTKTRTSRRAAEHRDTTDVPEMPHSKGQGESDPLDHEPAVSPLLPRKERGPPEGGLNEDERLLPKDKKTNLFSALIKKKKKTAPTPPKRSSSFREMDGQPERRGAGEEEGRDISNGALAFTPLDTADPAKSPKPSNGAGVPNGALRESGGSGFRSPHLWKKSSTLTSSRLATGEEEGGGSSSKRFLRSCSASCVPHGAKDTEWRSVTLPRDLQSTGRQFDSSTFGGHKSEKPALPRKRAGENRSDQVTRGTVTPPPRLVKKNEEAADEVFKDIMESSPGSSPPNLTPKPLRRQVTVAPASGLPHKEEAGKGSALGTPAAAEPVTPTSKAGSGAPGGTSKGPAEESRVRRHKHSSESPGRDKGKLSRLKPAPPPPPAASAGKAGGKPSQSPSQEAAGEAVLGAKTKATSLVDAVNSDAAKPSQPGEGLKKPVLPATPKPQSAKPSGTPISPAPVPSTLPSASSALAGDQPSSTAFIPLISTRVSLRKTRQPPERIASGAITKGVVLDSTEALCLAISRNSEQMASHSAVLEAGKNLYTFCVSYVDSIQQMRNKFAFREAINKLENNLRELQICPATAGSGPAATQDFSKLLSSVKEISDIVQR
Target sequence (Q13671 whole entry, looked up): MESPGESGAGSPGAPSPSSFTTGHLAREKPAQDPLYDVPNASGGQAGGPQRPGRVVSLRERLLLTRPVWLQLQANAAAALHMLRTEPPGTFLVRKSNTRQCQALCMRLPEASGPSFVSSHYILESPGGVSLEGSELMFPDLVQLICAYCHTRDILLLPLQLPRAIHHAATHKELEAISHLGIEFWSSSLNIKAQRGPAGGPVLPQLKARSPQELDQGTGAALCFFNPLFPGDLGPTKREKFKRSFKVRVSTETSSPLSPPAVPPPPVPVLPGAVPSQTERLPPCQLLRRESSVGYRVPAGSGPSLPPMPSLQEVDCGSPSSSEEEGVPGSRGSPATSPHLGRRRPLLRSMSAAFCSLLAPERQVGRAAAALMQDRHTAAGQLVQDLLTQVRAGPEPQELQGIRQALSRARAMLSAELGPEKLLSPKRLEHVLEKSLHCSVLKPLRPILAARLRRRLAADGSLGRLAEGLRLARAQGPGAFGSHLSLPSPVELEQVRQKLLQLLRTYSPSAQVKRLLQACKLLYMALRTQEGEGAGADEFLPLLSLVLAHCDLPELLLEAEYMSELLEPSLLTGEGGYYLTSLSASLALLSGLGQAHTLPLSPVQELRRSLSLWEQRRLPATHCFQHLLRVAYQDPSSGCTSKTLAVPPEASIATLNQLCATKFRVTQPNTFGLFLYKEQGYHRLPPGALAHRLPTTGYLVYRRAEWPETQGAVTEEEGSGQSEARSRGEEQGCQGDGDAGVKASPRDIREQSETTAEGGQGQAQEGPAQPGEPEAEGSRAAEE
MsrA act – activates bovine MsrA enzyme | purified bovine MsrA, absorbance read-out | activation, % at 10.6 µM | 360,000 tested, 0.3% active; in the data active means activation above about 7.5%;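 further: 0% = vehicle and 100% = reference activator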
FAS-TE inh – blocks the thioesterase domain of human fatty acid synthase; P49327; recombinant FAS-TE, OMFH fluorogenic substrate, fluorescence endpoint; inhibition, % at 15 µM; 360,000 tested, 0.67% active; AID 602261;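 active means compounds whose normalised, plate-corrected inhibition of enzyme fluorescence in the single-dose primary screen is 50% or more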;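 further: 0% = DMSO with enzyme and 100% = substrate without enzyme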
MT1-MMP act inh – inhibitors of human MT1-MMP activation; 360,000 tested, 0.061% active; HT1080 RFP-PRO-GFP cells, GFP/RFP ratio fluorescence, overnight; percent of plate control window, DMSO zero; AID 651647; GFP/RFP ratio change, % at 20 µM;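 active means GFP/RFP ratio change of at least 30% with cell ATP level not reduced by more than half and red fluorescence within 50% of control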; further: strong numbers were not always called active
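Compound: 20 µM single dose, 1% DMSO / System: HT1080 RFP-PRO-GFP cells / Controls: DMSO and RFP-L50D-GFP cell wells / Read-out basis: GFP/RFP fluorescence ratio / Schedule: overnight compound exposure at 37 °C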
eLon inh – inhibits E. coli Lon protease. P0A9M0. purified E. coli Lon protease, fluorescence polarization. inhibition, % at 7.94 µM. 360,000 tested, 0.42% active; in the data active means inhibition above about 13%, passing the limit was not always enough;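 further: 0% = enzyme with probe and DMSO and 100% = no enzyme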
Neddyl block – inhibitors of human cullin neddylation | TR-FRET cullin neddylation, biochemical | P61081+Q13564 | 360,000 tested, 0.58% active | calls only at 25 µM | AID 651699; in the data active means inhibition above about 36%
NRP1-CendR mod – modulators of CendR peptide binding to human neuropilin-1. 360,000 tested, 0.85% active. FAM-RPARPAR peptide binding to NRP-1, fluorescence polarization. inhibition, % at 25 µM;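 active means inhibition or corrected inhibition above about 18%, plus a signal ratio from 0.5 to 1.5, limit read from the data, passing the limit was not always enough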; further: strong numbers were not always called active
* hit, by the source's call; i = inactive; x = no result given; & = joins results of further samples.

Screens in order – MsrA inhibitor	SKN-1 inh	Rin1-Abl PPI inh	MsrA act	FAS-TE inh	MT1-MMP act inh	eLon inh	Neddyl block	NRP1-CendR mod
- CCOC(=O)C1=C(C)OC(N)=C(C#N)C1c1cccc(C)c1 (stereo not drawn)
 : -1.6	-3	2	-5	-2	-3	-8	i	2
- CN1CCN(c2ccc(CNC(=O)C3Cc4c(-c5ccccc5)ccnc4O3)cc2)CC1 (stereo not drawn)
 : 0.4	1	8.1*	-3	-7	5	-19	i	2
- CC(=O)Nc1cccc(/C(C)=N/NC(=O)c2ccc(O)cc2)c1
 : 0.4	6	-1	-2	-1	-2	7	i	9
- CNS(=O)(=O)c1cccc(C(=O)OCC(=O)Nc2ccc(Cl)cn2)c1
 : -0.5	-11	-2	-3	-3	2	-13	i	-13
- CCOC(=O)C1=C(C)NC(C)=C(C(=O)OCC)C1c1ccccn1
 : 1.4&0.2	-2&4	1&-1	-3&-5	-7&-4	-1&5	-7&-8	i	-8&-6
- CCOC(=O)Cn1nc(-c2ccccc2)ccc1=O
 : 1.7	23	-1	-1	-4	-1	8	i	-2
- O=C(CCOc1ccccc1)Nc1nnc(-c2ccc3c(c2)OCCO3)o1
 : 1.3	-1	-5	0	4	3	-8	i	-12
- CC1CCCN(C(=O)Cc2cn(Cc3cccc(Cl)c3)c3ccccc23)C1 (stereo not drawn)
 : 0.0	10	0	-2	28	-7	-9	i	-3
- Cc1nn(C(=O)c2cc([N+](=O)[O-])ccc2Cl)c(C)c1Br
 : 3.5	4	1	0	16	1	0	i	-5
- O=C(COC(=O)/C=C/c1ccc(S(=O)(=O)N2CCc3ccccc32)cc1)NC1CCS(=O)(=O)C1 (stereo not drawn)
 : -0.7	6	-1	-2	0	2	0	i	4
- COc1ccc(NC(=O)CS(=O)c2ccc(Cl)c(Cl)c2)cc1 (stereo not drawn)
 : -0.2	3	0	-2	3	-1	-2	i	2
- O=C(CSc1nn(-c2ccc(F)cc2)c(=S)s1)N1CCN(C(=O)c2ccco2)CC1
 : 0.7	5	-2	-2	16	-8	12	i	-4
- CCN(CC)CCNC(=O)c1ccc(NC(=O)c2ccc(S(=O)(=O)N(C)c3ccccc3OC)cc2)cc1
 : 0.0	4	-2	-1	-5	-1	-1	i	11
- Cc1cccc(OCC(O)CN2CCNCC2)c1 (stereo not drawn)
 : -0.6	-7	0	1	-4	-2	-13	i	3
- CC1(C)CC(=O)c2sc(NS(=O)(=O)c3ccccc3)nc2C1
 : 2.6	6	0	0	-5	-1	0	i	-18
- CC1(C)Cc2nc3oc4c(SCC(N)=O)ncnc4c3cc2CO1
 : -0.8	-1	-34	-6	-9	3	-5	i	3
- CCCNC(=O)CCn1nc(-c2ccc(Cl)cc2)c2ccccc2c1=O
 : -0.3	8	-2	-2	-6	1	5	i	2
- O=C(COc1ccccc1)N1CCN(C(=O)c2cccc(F)c2)CC1
 : -0.7	-1	3	0	-9	3	1	i	6
- Cc1sc2c(c1C)CN(Cc1ccncc1)CN2C(=O)c1ccco1
 : 1.4	13	0	3	-4	-36	-10	i	-24
- C(=N\n1cnnc1)/c1ccc(OCc2ccccc2)cc1
 : -0.2	7	-4	-1	-4	12	-5	i	6
- Cc1ccc(-n2nc3c(c2NC(=O)c2cccs2)CSC3)cc1
 : -0.3	-7	2	-11	-2	-2	3	i	-18
- CC(C)(C)NC(=O)Cc1ccc(S(=O)(=O)N2CCCC2)s1
 : -0.2	-32	-2	-9	-2	13	2	i	-15
- CC(CN1CCCC1)OC(=O)COc1ccccc1 (stereo not drawn)
 : -0.4	-6	2	-13	-13	-2	-4	i	-2
- Cc1cccc(C)c1-n1nnnc1C1(C)CCC(=O)N1CCCn1ccnc1 (stereo not drawn)
 : 0.9	10	x	-5	-6	-2	-4	i	-11
- O=C(NC1CCCCC1)C(c1ccco1)N(C(=O)c1csnn1)c1cccc(Cl)c1 (stereo not drawn)
 : 2.7	-9	1	1	2	-1	1	i	1
- CCCn1c(C(CO)Nc2nc(-c3cccc(Br)c3)cs2)nc2ccccc21 (stereo not drawn)
 : -0.7	12	0	-2	11	3	-3	i	-1
- O=C(Cn1c(NCCCO)nc2ccccc21)c1ccc(Br)cc1
 : 1.7	-3	-1	-12	-11	-1	-3	i	7
- COc1ccc2nc(NC(=O)CSc3nc4cccnc4n3C)sc2c1
 : 1.9	-13	-10	-4	-1	-3	4	i	-5
- Cc1cccc(NC(=O)C2C(C(=O)O)C3C=CC2C32CC2)c1C (stereo not drawn)
 : 0.1	9	-4	0	-2	-3	1	i	-5
- O=C(CSc1nnnn1C1CCCC1)Nc1cccc(NC(=O)c2ccco2)c1
 : 0.2	0	2	-3	0	7	-11	i	-13

Three compounds picked at random from the list so far, as already listed:
Screens in order – MsrA inhibitor	SKN-1 inh	Rin1-Abl PPI inh	MsrA act	FAS-TE inh	MT1-MMP act inh	eLon inh	Neddyl block	NRP1-CendR mod
- CCOC(=O)Cn1nc(-c2ccccc2)ccc1=O
 : 1.7	23	-1	-1	-4	-1	8	i	-2
- CN1CCN(c2ccc(CNC(=O)C3Cc4c(-c5ccccc5)ccnc4O3)cc2)CC1 (stereo not drawn)
 : 0.4	1	8.1*	-3	-7	5	-19	i	2
- COc1ccc(NC(=O)CS(=O)c2ccc(Cl)c(Cl)c2)cc1 (stereo not drawn)
 : -0.2	3	0	-2	3	-1	-2	i	2

(list continues)
Screens in order – MsrA inhibitor	SKN-1 inh	Rin1-Abl PPI inh	MsrA act	FAS-TE inh	MT1-MMP act inh	eLon inh	Neddyl block	NRP1-CendR mod
- CCCCC(=O)Nc1ccc2c(c1)nc(CCN1CCN(c3ccccn3)CC1)n2C
 : 1.9	-5	2	-1	-2	3	1	i	0
- Cc1ccc(S(=O)(=O)Cn2nnnc2CN2CCOCC2)cc1
 : -0.1	2	1	-2	-9	-1	-4	i	-2
- CCOC(=O)c1cnn(-c2cc(Oc3ccccc3)ncn2)c1N
 : -1.2	-9	2	-3	7	1	-4	i	-2
- CCOc1ccc(CCNC(=O)COC(=O)c2ccc(C)c(S(=O)(=O)N3CCOCC3)c2)cc1OCC
 : 0.6	-2	-4	-9	-5	0	-20	i	5
- CCCSc1nc(N)nc2c1ncn2C1OC(CO)C(O)C1O (stereo not drawn)
 : 0.3	9	2	-11	-6	-7	-6	i	-3
- Cc1ccc(CN2C(=O)c3ccccc3Sc3ccc(C(=O)NCCN4CCOCC4)cc32)cc1
 : 0.1	-7	3	-9	28	0	5	i	3
- COc1ccc(CC(=O)Nc2nnc(C(C)C)s2)cc1
 : 0.7	4	2	0	-2	-1	3	i	-5
- CC(NC(=O)/C(=C/c1cccc([N+](=O)[O-])c1)NC(=O)c1ccco1)C(=O)O (stereo not drawn)
 : 0.0	5	-3	-4	2	-4	-7	i	4
- CN(C)c1ccc(/C=N/NC(=O)CNC(=O)/C=C/c2ccco2)cc1
 : 6.7*	8	0	-7	-4	-1	-4	i	-3
- COC(=O)c1ccc(C2/C(=C(/O)c3ccc(OC)cc3)C(=O)C(=O)N2Cc2ccco2)cc1 (stereo not drawn)
 : 1.0	13	-4	-4	7	0	8	i	-13
- COc1ccccc1NC(=O)CON=C(N)CC(=O)NC1CCCCC1
 : 0.6	-6	1	-2	-9	-25	-14	i	16
- COc1ccc(N2CCN(S(=O)(=O)c3ccc(OC)c(C(=O)N4CCCCC4)c3)CC2)cc1
 : 0.4	4	0	-2	4	0	5	i	-3
- CC(=O)c1sc(-c2ccccc2)cc1NS(=O)(=O)c1ccc(C)cc1
 : 2.5	-7	-5	-5	34	4	-6	x	-8
- Cc1cc(C)nc(N/N=C/c2c(C)oc3ccccc23)n1
 : 0.2	9	-6	0	1	0	2	i	-4
- COc1ccc(CN(CC(=O)NCCc2ccccc2)C(=O)CCC(=O)Nc2ccccn2)cc1
 : 1.0	14	1	-4	1	-6	1	i	10
- O=[N+]([O-])c1ccc(CNC2CCCc3ccccc32)cc1 (stereo not drawn)
 : -0.2	6	4	0	12	-4	0	i	14
- O=C(NCC(=O)N1CCOCC1)OCc1ccccc1
 : 0.8	13	0	-2	0	-4	0	i	-2
- COC(=O)C1=[N+]([O-])OC(C(=O)OC)C1c1c[nH]c2ccccc12 (stereo not drawn)
 : 0.3	-9	2	-9	-11	-5	6	i	-8
- C=CCn1c(SCC(=O)Nc2c(C)cccc2C)nnc1-c1ccncc1
 : -0.1	-8	-5	-7	-13	-2	-11	i	-7
- CC(=O)Nc1ccc(S(=O)(=O)N(C)CC(=O)Nc2nc3ccccc3[nH]2)cc1
 : -0.5	14	-1	-2	-5	3	5	i	6
- CCOC(=O)CC1C(=O)NCCN1c1nc2ccc(C)cn2c(=O)c1/C=C1\SC(=S)N(CC(C)C)C1=O (stereo not drawn)
 : x	42*	-1	-2	-122	-35	-249	i	134
- CC(=O)N(Cc1cc(=O)[nH]c2ccccc12)c1ccccc1
 : -0.2	9	-2	0	-7	4	-5	i	-9
- Cn1c(NCCO)nc2c(c1=O)C1(CCCCC1)Cc1ccccc1-2
 : 0.3	0	-1	-7	3	5	-2	x	6
- O=C(NCc1nc(-c2ccccc2)cs1)c1ccccc1
 : 1.0	12	2	-3	-2	1	3	i	6
- CC(C)NC(=O)Cn1cc(C(=O)COc2ccccc2)c2ccccc21
 : 0.5	-3	3	-2	-2	5	2	i	2
- CCN1CCN(C(=O)c2cc3ccc(OC)cc3[nH]2)CC1
 : 1.4	-15	-4	-2	-4	0	-5	i	0
- O=C(/C=C/c1ccc(Cl)c(Cl)c1)NC1=NCCS1
 : 1.9	12	0	-2	-12	0	-2	i	6
- Cc1nnc(N2CCN(c3ccccc3)CC2)[nH]c1=O
 : 0.9	3	-2	-3	-4	1	1	i	3
- O=C(NNC(=O)C1CCN(S(=O)(=O)c2ccc(Cl)cc2)CC1)c1ccc(S(=O)(=O)N2CCCCC2)cc1
 : 1.4	-9	3	-2	-8	10	-4	i	5
- CC(C)N1CCC(=NNC(=O)c2ccc(Br)o2)CC1
 : 0.9	18	2	-13	-12	2	-4	i	12

The list goes on.
Screens in order – MsrA inhibitor	SKN-1 inh	Rin1-Abl PPI inh	MsrA act	FAS-TE inh	MT1-MMP act inh	eLon inh	Neddyl block	NRP1-CendR mod
- Oc1[nH]c2ccccc2c1N=Nc1nc(Nc2ccccc2)nc(N2CCOCC2)n1
 : -0.8	4	1	-2	4	6	-14	i	13
- O=C(NCc1ccccc1)c1c[nH]c2ccc(F)cc2c1=O
 : -0.5	14	-2	-1	-14	-1	-8	i	-4
- COc1ccc(N(CC(=O)NCc2ccc(C)cc2)S(=O)(=O)c2c(C)[nH]c(=O)[nH]c2=O)cc1
 : 0.9	2	1	-1	-8	2	10	i	10
- COCc1cc(=O)n2[nH]c(-c3ccc(C)cc3)cc2n1
 : 0.0	5	2	-3	-5	2	-2	x	4
- Cc1cccc(OCC(=O)N(Cc2ccco2)C2CCS(=O)(=O)C2)c1C (stereo not drawn)
 : -0.9	6	1	-1	1	-4	3	i	-1
